FBW7 activator – FBW7 E3 ligase activators, primary screen, biochemical, AlphaScreen, human. AID 1259310, 2017. normalized activity (activation), % at 26.1 µM. hit rate 0.13% among 650,000. F-box/WD repeat-containing protein 7 (Homo sapiens), Q969H0. AlphaScreen FBW7–phospho-cyclin E peptide binding, activator screen; in the data active means normalized activity above about 1.9%;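 further: purified mutant Fbw7 with reduced substrate affinity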
Target sequence (Q969H0 whole entry, looked up): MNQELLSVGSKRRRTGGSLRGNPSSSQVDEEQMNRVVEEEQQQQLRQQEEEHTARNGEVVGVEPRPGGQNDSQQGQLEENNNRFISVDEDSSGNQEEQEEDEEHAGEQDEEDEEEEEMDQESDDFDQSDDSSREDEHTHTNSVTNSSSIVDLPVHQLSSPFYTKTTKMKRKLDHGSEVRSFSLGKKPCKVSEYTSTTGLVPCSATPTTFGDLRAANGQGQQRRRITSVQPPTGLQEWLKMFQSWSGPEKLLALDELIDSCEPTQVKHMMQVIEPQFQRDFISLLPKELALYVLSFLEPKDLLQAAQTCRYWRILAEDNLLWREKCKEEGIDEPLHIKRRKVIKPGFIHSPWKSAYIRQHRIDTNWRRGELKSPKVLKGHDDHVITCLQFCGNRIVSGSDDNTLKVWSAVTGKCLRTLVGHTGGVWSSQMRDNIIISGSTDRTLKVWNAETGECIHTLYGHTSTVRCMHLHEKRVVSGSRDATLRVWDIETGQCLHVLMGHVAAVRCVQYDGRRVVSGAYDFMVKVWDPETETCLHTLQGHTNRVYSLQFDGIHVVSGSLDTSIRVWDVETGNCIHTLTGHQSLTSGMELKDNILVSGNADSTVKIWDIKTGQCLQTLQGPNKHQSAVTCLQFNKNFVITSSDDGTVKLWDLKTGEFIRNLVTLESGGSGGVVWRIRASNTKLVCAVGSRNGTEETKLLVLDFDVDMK
MITF inh – MITF inhibitors, primary screen, biochemical, AlphaScreen, human; inhibition, % at 2.6 µM; hit rate 0.91% among 650,000; Microphthalmia-associated transcription factor (Homo sapiens), O75030; AlphaScreen MITF homodimerization, bead proximity signal; in the data active means inhibition above about 50%;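 further: 0% = vehicle wells with protein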
GPR151 ag – activators of human GPR151, primary screen, cell-based, PathHunter beta-arrestin, luminescence; hit rate 1% among 650,000; PathHunter beta-arrestin GPR151 cells; activation, % at 11.2 µM; in the data active means activation above about 4.9%;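 further: 0% = median of compound wells and 100% = cells with positive control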
TEAD-YAP block – TEAD-YAP interaction inhibition, primary screen, TEAD-YAP interaction inhibitor project, luminescence, HEK-TIYL cells; TEAD-Gal4/YAP UAS-luciferase luminescence; hit rate 1.4% among 640,000; inhibition, % at 9.12 µM; in the data active means inhibition above about 32%;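 further: 0% = median of test compound wells and 100% = reference inhibitor wells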
Active calls of the source: *; · = not tested or not shown.

SMILES | FBW7 activator | MITF inh | GPR151 ag | TEAD-YAP block
CCOc1ccc(CC(=O)Nc2c(C(=O)c3cc(OC)ccc3OC)oc3ccccc23)cc1OCC | -0.1 | -1.9 | 0.0 | 0.0
O=C(c1ccc2c(c1)C1C=CCC1C(c1ccccc1)N2)N1CCCCCC1 (stereo not given) | -0.2 | 1.1 | 1.1 | 1.2
c1ccc(C2CN(Cc3ccccn3)Cc3ccccc3O2)cc1 (stereo not given) | -0.6 | 4.1 | 3.3 | 8.0
Cn1ncc([N+](=O)[O-])c1C(=O)Nc1ccc2nc(NC(=O)C3CCCCC3)sc2c1 | -0.4 | 14.8 | -2.0 | 66.2*
CCS(=O)(=O)c1nnnn1-c1ccccc1S(C)(=O)=O | 0.3 | -9.7 | -0.9 | 4.2
CC1Cc2ccccc2N1C(=O)COC(=O)c1ccc2c(c1N)C(=O)c1ccccc1C2=O (stereo not given) | 0.2 | -0.8 | -0.1 | 3.5
NC(=O)C1CCN(C(=O)CN2C(=O)/C(=C\c3ccccc3F)Oc3ccccc32)CC1 | 0.0 | -3.7 | 0.3 | 1.4
CCCn1cc(NC(=O)c2cc(-c3ccccc3O)no2)cn1 | -0.1 | -9.2 | 1.5 | -26.8
CCOC(=O)C(=O)Nc1ccc(C(C)C)cc1 | 0.1 | -23.3 | 1.8 | -0.7
O=C(CSc1ncnc2c1nnn2Cc1ccccc1F)Nc1ccccc1 | 1.1 | 8.3 | 1.2 | 13.1
COCCNC(=S)N/N=C/c1ccc(N2CCOCC2)cc1 | -0.1 | -1.4 | -1.3 | 63.8*
CCC(Sc1ccc2nnc(-c3ccc(F)cc3)n2n1)C(=O)O (stereo not given) | -0.2 | -4.1 | 0.7 | -12.7
CCOCCCNC(=O)CCc1nnc(CCc2ccc(OC)cc2)o1 | 0.1 | -3.1 | -0.5 | -27.6
O=C(Nc1sc2c(c1C(=O)N1CCCCCC1)CCCC2)c1ccccc1F | -0.1 | -14.2 | 0.4 | 3.9
CCOc1ccc(C(=O)Oc2coc(CSc3ncccn3)cc2=O)cc1OCC | 0.2 | 4.8 | -2.0 | 1.6
COc1ccc2oc(=O)c(-c3csc(Nc4ccccc4F)n3)cc2c1 | 0.2 | -7.8 | 2.4 | -17.4
COC(=O)C1=C(C)NC2=C(C(=O)CC(C)(C)C2)C1c1ccc(C)s1 (stereo not given) | -0.2 | -7.3 | -0.2 | 0.8
CCOC(=O)c1cc2sccc2n1CC(=O)NC1CCC(C)CC1 (stereo not given) | 0.1 | 3.9 | -2.3 | -8.9
Cc1cc(C)cc(C(=O)NCC(=O)Nc2cc(C(N)=O)cc(C(N)=O)c2)c1 | 0.3 | 16.0 | -1.3 | 6.4
COC(=O)c1cccc(NC(=O)C(C(C)C)N2C(=O)c3ccccc3C2=O)c1 (stereo not given) | -0.1 | 0.8 | 0.6 | 9.2
Cc1ccc(CN2CCN(Cc3ccc(-n4cccn4)cc3)CC2CCO)cc1 (stereo not given) | 0.0 | 4.2 | -0.8 | 4.2
Cc1ccc(C(=O)Oc2cc(N)n(S(=O)(=O)c3ccc(Cl)cc3)n2)cc1C | -0.1 | 2.3 | 1.5 | -7.8
Cc1nc2c(-c3cccs3)c(C)nn2c(NCc2cccnc2)c1C | 0.0 | -2.4 | 0.4 | -8.7
O=C(COC(=O)c1cc2ccccc2oc1=O)Nc1ccccc1Br | 0.1 | -1.4 | -0.3 | -50.3
CCOc1cc(S(=O)(=O)Nc2cc(Cl)ccc2OC)ccc1Cl | 0.0 | -9.3 | -1.1 | 0.1
Cc1ccc(-c2nn(CC(=O)Nc3cccc(Cl)c3)c(=O)c3ccccc23)cc1 | -0.1 | -1.5 | 2.4 | -2.3
CCNC(=S)NCCc1ccc(Cl)cc1 | 0.2 | 10.8 | 5.5* | -22.2
CCOc1ccc(-n2c(C)nc3cc(C(=O)NC4CC4)ccc32)cc1 | 0.2 | 4.0 | -0.6 | 4.4
CC(C)CN(CC(C)C)S(=O)(=O)c1ccc2c(c1)N(C)C(=O)CC(=O)N2C | -0.1 | 8.0 | 0.3 | 0.5
COc1ccc(-c2noc(CC(=O)NCCc3ccc(Cl)cc3)n2)cc1 | -0.1 | 0.4 | 0.8 | -6.2
CCCCC[C@H](O)/C=C/[C@@H]1[C@@H](C/C=C\CCCCOC)[C@@H](O)C[C@H]1O | · | -4.5 | -0.8 | ·
O=C(Nc1ccccc1[N+](=O)[O-])N1CCN(c2ccc3nnc(-c4ccccc4)n3n2)CC1 | -0.2 | -11.3 | -0.4 | 7.1
CC(=O)N1CCN(c2ccccc2NC(=O)c2sc3ccccc3c2Cl)CC1 | -0.2 | 1.7 | 3.4 | -1.4
CCn1cc(C(=O)N2CCn3c(nc(-c4ccc(N(C)C)cc4)c3NC(C)(C)C)C2)cn1 | 0.0 | 4.9 | -0.3 | -27.5
CC(=O)C1=NN(c2ccccc2)C2C(=O)N(c3ccc(C)cc3)C(=O)C12 (stereo not given) | 0.1 | 8.3 | 0.5 | -3.0
O=C(CCCn1sc2ccccc2c1=O)NCc1ccccc1F | -0.1 | 4.1 | 0.3 | -3.1

Rewritten with tabs: 11 of the compounds above
mol	FBW7 activator	MITF inh	GPR151 ag	TEAD-YAP block
CCOc1cc(S(=O)(=O)Nc2cc(Cl)ccc2OC)ccc1Cl	0.0	-9.3	-1.1	0.1
Cc1ccc(-c2nn(CC(=O)Nc3cccc(Cl)c3)c(=O)c3ccccc23)cc1	-0.1	-1.5	2.4	-2.3
CCNC(=S)NCCc1ccc(Cl)cc1	0.2	10.8	5.5*	-22.2
CCOc1ccc(-n2c(C)nc3cc(C(=O)NC4CC4)ccc32)cc1	0.2	4.0	-0.6	4.4
CC(C)CN(CC(C)C)S(=O)(=O)c1ccc2c(c1)N(C)C(=O)CC(=O)N2C	-0.1	8.0	0.3	0.5
COc1ccc(-c2noc(CC(=O)NCCc3ccc(Cl)cc3)n2)cc1	-0.1	0.4	0.8	-6.2
CCCCC[C@H](O)/C=C/[C@@H]1[C@@H](C/C=C\CCCCOC)[C@@H](O)C[C@H]1O	·	-4.5	-0.8	·
O=C(Nc1ccccc1[N+](=O)[O-])N1CCN(c2ccc3nnc(-c4ccccc4)n3n2)CC1	-0.2	-11.3	-0.4	7.1
CC(=O)N1CCN(c2ccccc2NC(=O)c2sc3ccccc3c2Cl)CC1	-0.2	1.7	3.4	-1.4
CCn1cc(C(=O)N2CCn3c(nc(-c4ccc(N(C)C)cc4)c3NC(C)(C)C)C2)cn1	0.0	4.9	-0.3	-27.5
CC(=O)C1=NN(c2ccccc2)C2C(=O)N(c3ccc(C)cc3)C(=O)C12 (stereo not given)	0.1	8.3	0.5	-3.0

(next part)
SMILES | FBW7 activator | MITF inh | GPR151 ag | TEAD-YAP block
N#CCCN1CCN(C(=S)c2ccc(-c3cccc([N+](=O)[O-])c3)o2)CC1 | -0.2 | 19.4 | -0.7 | -24.1
CCN(CC)C(=O)N1CCC(NC(=O)c2ccccc2)CC1 | 0.1 | 12.6 | 0.7 | 3.4
CCOC(=O)C1=C(N)N(c2ccccc2C(F)(F)F)C2=C(C(=O)CC(C)(C)C2)C1c1ccc(O)c(OC)c1 (stereo not given) | -0.1 | 3.3 | 1.4 | 7.4
COc1ccc(C(=O)N/N=C(\C)CC(=O)NCc2ccccc2OC)cc1 | -0.1 | -14.2 | 0.9 | -39.5
CC1CCc2c(sc3ncn(CC(=O)N4CCCc5ccccc54)c(=O)c23)C1 (stereo not given) | 0.8 | 19.8 | -1.1 | 4.2
CC1CC(C)CN(C(=O)c2cc3c(=O)n(C)c4ccccc4c3s2)C1 (stereo not given) | -0.1 | -3.1 | 1.9 | -14.8
Cc1cc2c(=O)n(CC(=O)Nc3cc(F)ccc3C)cnc2s1 | 0.2 | 11.6 | -3.1 | 2.5
O=C(CNc1cccc2ccccc12)N=Nc1c(O)[nH]c(=O)[nH]c1=O | -0.3 | 4.3 | 0.6 | 10.9
O=C(Nc1nc(-c2ccc(Cl)s2)cs1)c1ccc(Cl)cc1 | -0.1 | -3.6 | 0.5 | -2.0
CCOC(=O)N1CCN(S(=O)(=O)c2ccc(C(=O)Nc3nccs3)cc2)CC1 | 0.1 | 3.9 | 1.7 | -0.5
COc1cccc(NC(=O)c2cc3cc4ccc(OC)cc4nc3o2)c1 | 0.5 | -1.0 | 0.2 | -56.1
c1ccc(OCCNc2ccnc(Nc3cccnc3)n2)cc1 | 0.0 | 7.3 | -1.1 | 1.9
COc1ccc(N2CCN(S(=O)(=O)/C=C/c3ccccc3)CC2)cc1 | -0.2 | -16.8 | -0.6 | 2.7
Cc1ncoc1C(=O)N1CCC(C(Cc2ccccc2)N(C)C(=O)c2ccoc2C)CC1 (stereo not given) | -0.1 | -1.2 | 0.0 | -2.9
Cc1cc(NCCOc2ccccc2)nc(NCCN2CCOCC2)n1 | 0.5 | 4.2 | -1.5 | -6.6
CC(=O)Nc1ccc(N2C(=O)CC(N3CCCC4CCCCC43)C2=O)cc1 (stereo not given) | -0.2 | 4.4 | -0.9 | -1.3
Cc1noc(C)c1S(=O)(=O)NCCc1ccc(Cl)cc1 | 0.1 | -8.2 | -0.6 | -15.6
O=C(Nc1ccccn1)c1cc(-c2ccccc2)nc2ccccc12 | -0.2 | 1.3 | -0.2 | 14.3
Cc1ccc(C(=O)N(c2nccs2)C2CCCCC2)s1 | 0.2 | 8.1 | 0.3 | -3.9
O=C(Nc1nnc(-c2ccc3c(c2)CCCC3)o1)c1ccco1 | -0.1 | -0.9 | 0.3 | 2.5
COc1ccc(N2CCN(CCCNc3ncnc4c3cnn4C)CC2)cc1 | -0.4 | 10.7 | -0.9 | 4.1
CC(C)[C@@H](Cn1nc(C2CC2)ccc1=O)NC(=O)c1cc2ccccc2oc1=O | 0.4 | 4.7 | 0.2 | 1.1
COCCNc1ccc2ncc(-c3ccco3)n2n1 | -0.8 | -5.2 | 0.0 | 30.0
CN(C(=O)c1ccc(Br)cc1)c1ccccc1 | -0.2 | 1.2 | 1.0 | -9.3
CCC(C)NC(=O)CC(NS(=O)(=O)c1ccc(NC(C)=O)cc1)C(C)C (stereo not given) | 0.0 | 12.9 | 0.0 | 4.2
CCCNC(=O)c1csc(Nc2ncccn2)n1 | 0.0 | 15.1 | -1.2 | -4.0
CCn1c(SCC(=O)c2cc(OC)ccc2OC)nnc1-c1ccncc1 | 0.0 | -1.0 | 0.5 | -5.7
CCN(CC)c1ccc(NC(=O)c2ccc3c(c2)OCCO3)cc1 | -0.3 | 3.6 | 1.1 | -62.1
CNC(=O)c1ccc(-c2ccccc2C)nc1N(C)C | -0.2 | 22.9 | -1.1 | -19.1
C=CCN1C(=O)NC(=O)/C(=C/c2cccc(OCC(=O)O)c2)C1=O | -0.3 | 5.4 | -0.4 | 2.0
CCOC(=O)c1c(-c2ccccc2)csc1NC(=O)c1ccc(S(=O)(=O)N2CCCC2)cc1 | 1.0 | 8.7 | 1.7 | -9.9
O=c1sc2ccccc2c(Nc2ccccc2)c1[N+](=O)[O-] | 0.3 | 18.6 | 0.3 | -15.6
CCCCn1c(CNC(=O)c2ccc(OC)cc2)nnc1SC(C)C(=O)Nc1sc(C(=O)OCC)c(C)c1C(=O)OCC (stereo not given) | 0.0 | -5.5 | 2.3 | -7.8
O=C(CN1C(=O)C2C3C=CC(C4CC34)C2C1=O)NCc1ccco1 (stereo not given) | 1.1 | 14.9 | 0.0 | 8.9
NC(=O)c1ccccc1NC(=O)c1ncoc1-c1ccccc1C(F)(F)F | 0.1 | -0.3 | -2.0 | 49.2*
CCCN(C(=O)c1cnc(N2CCN(c3ccccc3OC)CC2)c2ccccc12)c1cccc(Cl)c1 | 0.0 | 1.9 | 0.4 | -21.2
COc1ccccc1/C=C1\SC(=S)N(C(CCC(=O)O)C(=O)O)C1=O (stereo not given) | -0.5 | -11.0 | -0.3 | -5.8
CCC(=O)Nc1sc(C)c(C)c1C(=O)Nc1ccc(C)cc1 | -0.1 | 0.2 | -1.4 | -7.2
COC(=O)c1ccc(-n2nnnc2SCC(=O)NC2CCCCC2)cc1 | -0.1 | -2.5 | -0.5 | 0.0
N#CC1=C(SCC(=O)Nc2ccc(F)cc2)NC(=O)C(C#N)C12CCCCC2 (stereo not given) | 0.4 | -2.0 | 0.4 | 15.5
COc1ccccc1OCC(=O)Nc1sc2c(c1C(=O)NCc1ccccc1)CCCC2 | 0.3 | -7.9 | -1.9 | -4.5
CC(C)c1ccc(OCC(=O)O/N=C(\N)c2ccncc2)cc1 | -0.2 | -11.0 | 0.7 | -10.4
CC1(C)CC2(CC(c3ccccc3)Oc3cc(O)ccc32)NC(=O)N1 (stereo not given) | -0.2 | 3.0 | 1.0 | 1.7
Cn1c(=O)oc2cc(S(=O)(=O)N3CCCC(C(=O)Nc4ccc(F)cc4)C3)ccc21 (stereo not given) | 0.9 | 11.8 | -0.5 | 16.3
Cc1ccccc1Nc1nc(-c2ccc(NC(=O)c3ccccc3)cc2)cs1 | -0.3 | -0.2 | -2.0 | 0.4
OC(CN1CCCC(N2CCc3ccccc32)C1)c1ccccc1 (stereo not given) | -0.2 | 1.3 | 1.3 | 1.2
COc1ccc(CCNC(=O)c2cc(-c3ccccc3O)on2)cc1OC | 0.1 | 6.8 | 0.1 | -6.1
CC(=O)Oc1ccc(C(=O)Nc2cccc(Oc3ccc4c(c3)C(=O)N(c3ccccc3)C4=O)c2)cc1 | 0.1 | 14.6 | -0.3 | 5.0

Rows were taken by chance (roughly 3.4% active in at least one column).
